# Screens as filed in PubChem.
# BRCA1 expr up = activators of BRCA1 expression; MCF7-BRCA1-FFLuc reporter, luminescence, 48 h; response scale: scaled: vehicle 0%, 10 µM genistein 100%; Potency, µM (series often up to 46.1 µM), for the others: at the highest dose activation, actives largely listed as activators; hit rate 1.1% among 380,000; further: potency means the concentration at half of the fitted maximal effect; nearly all actives have a fitted effect of over 80% in size; some results filed as inactive show a strong effect at the top dose
#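 MCF7-BRCA1-FFLuc, 2000 cells/well; 2 h attach, 37 °C/5% CO2; compound 48 h; luciferase substrate 15 min; luminescence end-point. Norm. to genistein 10 microM max activation and DMSO; concentration-response curves fitted.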
# Rab9 prom act = activators of Rab9 promoter | Huh7 Rab9 promoter-luciferase reporter, luminescence, 24 h | Potency, µM (doses to about 9.22 µM), for inactives: at the highest dose activation, negative = inhibition, usual class: activators | hit rate 2.8% among 320,000 | AID 485297; further: potency means the concentration at half of the fitted maximal effect; % of control where 0% means no effect; nearly all actives have a fitted effect of over 60% in size
#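 Cell-based reporter: Huh7 stable for Rab9 promoter-driven luciferase, plated in reduced-serum medium with 10% FBS at 1500 cells/well, compound-treated 24 h at 37 °C, luminescence read after 10 min reagent.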
# PKM2 act = PKM2 (human) enzyme activation; P14618; Potency, µM (highest dose often 57.5 µM), for inactives: at the top dose activation, most hits filed as activators; purified PKM2, Kinase-Glo ATP luminescence, activation; response scale: 0% is enzyme alone, no compound; AID 1631; hit rate 0.34% among 260,000; further: potency means the concentration at half of the fitted maximal effect; on the % scale 0 is the no-effect control and ±100 the full control effect; nearly all actives have a fitted effect of over 55% in size
#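 ATP formation by purified human PK-M2, quantified via coupled luciferase luminescence after 1 h at room temperature with 0.1 mM ADP and 0.5 mM PEP final.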
# ELG1 genotox = genotoxicity induction in ELG1-luciferase HEK293T cells; HEK293T ELG1-luciferase reporter, luminescence, 16 h; Potency, µM (doses to about 46 µM), without a hit: at the top dose activity change, positive = activation, actives largely listed as activators; hit rate 1.3% among 330,000; AID 504466; further: potency means the concentration at half of the fitted maximal effect; % of control where 0% means no effect; nearly all actives have a fitted effect of over 60% in size
#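 HEK293T cells expressing luciferase-tagged ELG1 were exposed to compound or DMSO vehicle for 16 hr at 37 °C and 5% CO2. Luciferase activity was then measured with ONE-Glo after 30 min at room temperature.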
# Giardia kill = Giardia lamblia killing. Giardia lamblia trophozoite viability. activity change, % at 7.66 µM, hits read low. hit rate 0.15% among 340,000; in the data active means activity change below about -80%; inconclusive means between about -30% and that limit;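 further: parasites exposed to compound for two days anaerobically before the ATP read; on the % scale 0 is the no-effect control and ±100 the full control effect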
#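 Giardia lamblia trophozoites (100 cells/well) were incubated with compounds for 48 h at 37 deg C under anaerobic conditions. Viability was read as ATP content by one-step luminescence after 15-30 min at room temperature.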
# RORgamma inh = inhibitors of mouse ROR gamma transcriptional activity. Drosophila S2 Gal4-RORgamma UAS-luciferase reporter, 20 h. Potency, µM (highest dose often 53.6 µM), without a hit: top-dose activity change, negative = inhibition, hits mostly inhibitors. hit rate 5.4% among 310,000; further: potency means the concentration at half of the fitted maximal effect; on the % scale 0 is the no-effect control and ±100 the full control effect; nearly all actives have a fitted effect of over 60% in size
# Target sequence (P51450 whole entry, looked up, the tested form may be a part): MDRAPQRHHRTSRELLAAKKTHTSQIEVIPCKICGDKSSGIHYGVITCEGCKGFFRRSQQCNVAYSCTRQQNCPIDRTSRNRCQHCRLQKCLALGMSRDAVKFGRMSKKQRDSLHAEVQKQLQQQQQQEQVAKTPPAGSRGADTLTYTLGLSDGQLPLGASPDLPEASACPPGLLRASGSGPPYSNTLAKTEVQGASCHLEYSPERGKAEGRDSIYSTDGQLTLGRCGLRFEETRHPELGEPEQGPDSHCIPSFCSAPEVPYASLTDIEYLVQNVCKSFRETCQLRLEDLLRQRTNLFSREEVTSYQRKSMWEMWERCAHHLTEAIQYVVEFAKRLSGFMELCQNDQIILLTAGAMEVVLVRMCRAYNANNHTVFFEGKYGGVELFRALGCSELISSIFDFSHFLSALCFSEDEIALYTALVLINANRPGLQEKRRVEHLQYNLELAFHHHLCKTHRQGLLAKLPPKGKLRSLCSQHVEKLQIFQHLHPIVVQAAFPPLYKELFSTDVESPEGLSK
#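 Drosophila Schneider cells stably carrying a metallothionein-driven Gal4 DBD–ROR gamma fusion and a UAS-Photinus luciferase reporter were exposed to compound for 1 hr, then induced with copper sulfate (700 uM final) for 20 hr at ambient temperature before luminescence reading.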
# p53 reactivation = re-activators of mutant p53; H1299 p53-A138V BP100-luciferase reporter, luminescence, 24 h; Potency, µM (series often up to 92.2 µM), inactives show at the top dose activity change, positive = activation, most hits filed as activators; hit rate 0.063% among 320,000; further: potency means the concentration at half of the fitted maximal effect; % of control where 0% means no effect; nearly all actives have a fitted effect of over 45% in size
#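 p53-null H1299 cells stably carrying temperature-sensitive p53-A138V and a BP100-luciferase reporter were pinned with compounds (4-point, 1:5 series) and held 24 hrs at 37 deg C. Luminescence was read 10 min after detection reagent.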
# FLuc counter = firefly luciferase modulation, counter-screen for miR-21 project | AID 588342 | hit rate 6.9% among 360,000 | P08659 | purified FLuc, Km substrates, luminescence inhibition | Potency, µM (highest dose often 57.5 µM), for inactives: at the top dose activity change, negative = inhibition, actives largely listed as inhibitors;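 further: potency means the concentration at half of the fitted maximal effect; plate controls were vehicle for no effect and reference inhibitor for full effect; nearly all actives have a fitted effect of over 55% in size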
# Target sequence (P08659 whole entry, looked up): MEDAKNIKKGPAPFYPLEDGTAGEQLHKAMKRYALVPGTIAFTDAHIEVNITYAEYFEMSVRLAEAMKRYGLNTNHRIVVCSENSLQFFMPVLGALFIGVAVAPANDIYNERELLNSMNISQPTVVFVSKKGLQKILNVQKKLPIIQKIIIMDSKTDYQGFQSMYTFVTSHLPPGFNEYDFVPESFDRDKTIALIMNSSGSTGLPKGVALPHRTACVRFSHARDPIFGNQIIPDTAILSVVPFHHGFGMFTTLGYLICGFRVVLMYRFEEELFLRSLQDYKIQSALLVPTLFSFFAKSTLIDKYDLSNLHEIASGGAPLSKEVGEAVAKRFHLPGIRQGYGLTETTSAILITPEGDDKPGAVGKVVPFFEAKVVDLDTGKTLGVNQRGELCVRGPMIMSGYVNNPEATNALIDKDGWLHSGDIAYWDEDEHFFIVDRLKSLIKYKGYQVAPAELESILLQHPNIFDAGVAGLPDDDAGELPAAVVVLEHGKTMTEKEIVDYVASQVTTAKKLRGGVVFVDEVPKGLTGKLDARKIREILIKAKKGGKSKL
#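 Purified P. pyralis luciferase, 10 nM final, with Km-level 10 uM D-luciferin and 10 uM ATP in 50 mM Tris acetate pH 7.5, 10 mM Mg acetate, 0.01% Tween-20, 0.05% BSA; 6-point qHTS titration about 60 µM downward; luminescence read.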
# Gal4-VP16 FLuc = counter-screen for ROR gamma inhibitors: Gal4-VP16 reporter; Drosophila S2 Gal4-VP16 UAS-luciferase, luminescence, 20 h; Potency, µM (doses to about 53.6 µM), inactives show top-dose activity, negative = inhibition, actives largely listed as inhibitors; hit rate 3.5% among 310,000; AID 2546;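 further: Gal4-VP16 expression switched on by copper sulfate through the metallothionein promoter; potency means the concentration at half of the fitted maximal effect; on the % scale 0 is the no-effect control and ±100 the full control effect; nearly all actives have a fitted effect of over 50% in size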
# NPC1 prom act = activates the NPC1 promoter; Huh7 NPC1 promoter luciferase reporter, 24 h; Potency, µM (highest dose often 9.22 µM), for the others: at the top dose activation, usual class: activators; hit rate 2.4% among 320,000;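 further: potency means the concentration at half of the fitted maximal effect; % of control where 0% means no effect; nearly all actives have a fitted effect of over 60% in size; reporter is driven by a mutant NPC1 promoter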
#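 Readout is luciferase luminescence, reflecting NPC1 promoter activation in stably transfected Huh7 cells after 24 h compound exposure at 37 °C in reduced-serum medium with 10% FBS.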
# Menin-MLL TR inh = menin-MLL binding inhibition, Texas Red mutant peptide; O00255; Menin + Texas Red MLL mutant peptide, fluorescence polarization; Potency, µM (highest dose often 61.6 µM), without a hit: at the highest dose FP activity change, negative = inhibition, actives largely listed as inhibitors; hit rate 0.23% among 270,000; AID 1768; active means well fitted inhibition curve with a large enough effect in the polarisation, with a control signal flat, not every such curve was filed as active; inconclusive means small, poorly fitted or top-dose-only effect, or effect the other way, or a change in a side signal; inactive means no such curve, though single readings can be large or run the other way; the % refers to the polarisation; further: potency means the concentration at half of the fitted maximal effect; % of control where 0% means no effect; many of its hits are not listed in these tables
# * = called active by the depositor; ? = inconclusive; / = not tested or not shown; & = joins results of further samples; [ ] = remark or other dose. Unless noted, the call rests on the fitted dose curve; in most records, active means well fitted curve in the direction sought with a large enough effect; inconclusive means small, poorly fitted or top-dose-only effect, or another doubt; inactive means no such curve, though single readings can be large; an effect the other way counts as inactive or inconclusive.
nr	SMILES	BRCA1 expr up	Rab9 prom act	PKM2 act	ELG1 genotox	Giardia kill	RORgamma inh	p53 reactivation	FLuc counter	Gal4-VP16 FLuc	NPC1 prom act	Menin-MLL TR inh
1	Cc1ccc(CN2CCN(/N=C\c3cccc([N+](=O)[O-])c3)CC2)cc1	0%	-2%	0%	-5%	-4	43%	-1%	2%	7%	-4%	-8%
2	O=C1Nc2ccccc2C(O)(C(=O)N2CCCCC2)N1c1ccccc1 (stereo not drawn)	-12%	-6%	0%	-4%	-1	3%	2%	0%	2%	1%	1%
3	CCN(CC(=O)Nc1ccc(NC(C)=O)cc1)C(=O)C1CC(=O)N(CCc2ccc(OC)c(OC)c2)C1 (stereo not drawn)	-34%	0%	/	0%	11	/	11%	3%	/	1%	/
4	Cc1cccc2cc(/C=N/Nc3ccc(C(=O)O)cc3)c(Cl)nc12	118%	0.4µM*	-5%	5.2µM*	-21	?	/	0.67µM*	-18%	0.4µM*	/
5	Cc1ccnc(NC(=O)Cn2ccc([N+](=O)[O-])n2)c1	-2%	-5%	6%	5%	-14	7%	14%	4%	-5%	-2%	9%
6	CCC1=C(OC(=O)N(CC)CC)N2C(=O)OC(=NCc3ccccc3)[C@]2(C)[C@H]2C1=CC[C@H]1C(=O)NC(=O)[C@H]12	4%	-8%	7%&-2%	1%	11	?	0%	1%	2%&0%	-1%	0%
7	O=C(Nc1ccc(NC(=O)c2ccc([N+](=O)[O-])cc2[N+](=O)[O-])cc1)c1ccco1	-18%	18%	-5%	15%	-14	-36%	3%	2%	2%	1%	?
8	Cc1c(NC(=O)c2cc(-c3cccs3)on2)c(=O)n(-c2ccccc2)n1C	-8%	0%	6%	-5%	-6	-1%	-12%	7%	-8%	2%	-6%
9	CO/N=C(/CS(=O)(=O)c1ccc(Br)cc1)c1ccc(OC)cc1	-54%	-3%	-2%	0%	-10	20%	3%	2%	19%	-1%	2%
10	CCc1cccc2c1NC(=O)C21N2CCCC2C(C(=O)c2ccc3ccccc3c2)C12C(=O)Nc1ccccc12 (stereo not drawn)	-50%	1%	?	-5%	2	16%	?	?	?	-1%	-27%
11	N#Cc1c(NCCCO)nc(NCc2ccccc2)c2c1CCN(Cc1ccccc1)C2	-25%	3%	12%	-6%	10	24%	-2%	?	4%	-5%	3%
12	CCN(CC)CCn1c(=N)n(CCOc2ccccc2)c2ccccc21	-54%	-11%	-6%	-12%	-3	1%	1%	9%	-3%	-7%	?
13	O=C(O)C(CC1CCCCC1)N1CCS(=O)(=O)CC1 (stereo not drawn)	3%	3%	0%	2%	-8	-10%	-3%	1%	-10%	-3%	7%
14	Cn1cccc1C1C(C#N)=C(N)OC2=C1C(=O)CC(C)(C)C2 (stereo not drawn)	2%	0%	-3%	2%	10	-9%	-2%	-1%	7%	3%	-6%
15	Cc1ccc(/C=N/NC(=O)CNC(=O)c2cccc([N+](=O)[O-])c2C)o1	-1%	-2%	-6%	2%	-6	17%	-6%	-9%	4%	-3%	44%[activator]
16	O=C(CCOc1ccccc1)Nc1nnc(-c2ccc3c(c2)OCCO3)o1	39%	10%	4%	-6%	-29	8.9µM*	24%	11µM*	20µM*	6%	-2%
17	Cc1cc(C)n(C(=O)c2ccncc2)n1	/	-4%	-5%	0%	/	-11%	9%	-2%	2%	-1%	6%
18	COc1ccc(C(=O)CN2C(=O)NC3(CCc4ccccc43)C2=O)c(OC)c1 (stereo not drawn)	-2%	-4%	/	1%	1	/	-5%	3%	/	1%	/
19	CCN(CC)S(=O)(=O)c1cccc(NC(=O)c2ccc(Br)cc2)c1	-18%	-8%	4%	-7%	20	?	-2%	?	-12%	-5%	?
20	CC(=O)N(Cc1ccco1)C1(C(=O)NC2CCCCC2)CCCCC1	-3%	8%	-3%	-4%	-10	-4%	0%	-1%	0%	-1%	-7%
21	COCC(=O)N(CCc1ccc(OC)c(OC)c1)Cc1cc2cc(C)ccc2nc1Cl	0%	-10%	-1%	-11%	1	0%	-3%	-7%	-3%[10 µM]	-3%	-2%
22	Nc1cc(C(=O)OCC(=O)NCc2ccc(F)cc2)ccc1Cl	-9%	-3%	-13%	1%	5	0%	-5%	1%	-3%	0%	7%
23	CCN(Cc1ccccc1)C(=O)CSc1ccccc1C(=O)O	-10%	8%	-8%	0%	-2	-17%	7%	-12%	-6%	-4%	1%
24	Cc1ccc(NC(=S)N(Cc2cccc(Br)c2)CC2CCC(C(=O)O)CC2)cc1 (stereo not drawn)	0%	-3%	-2%	2%	20	31%	6%	?	15%	-8%	?
25	O=C(c1cnccn1)N1CCc2ccccc2C1	-6%	-5%	-4%	5%	8	-19%	1%	-3%	2%[10 µM]	-2%	16%
26	COc1cc(NS(=O)(=O)c2cccc3nsnc23)c(C(=O)O)cc1OC	-17%	-1%	-16%	-1%	16	-12%	8%	0%	-6%	0%	28%
27	NS(=O)(=O)c1ccc(CCNC(=O)CNC(=O)c2ccccc2Br)cc1	-20%	10%	/	1%	-7	-1%	3%	-1%	3%	-4%	2%
28	Fc1ccc(NC(=S)Nc2ccc(Cl)cc2)cc1	17%	7%	-1%	-3%	-8	?	19%	-14%	-4%	-5%	15%
29	CC(Sc1nnc(C2CCCCC2)n1N)C(=O)NCc1ccc2c(c1)OCO2 (stereo not drawn)	0%	11%	14%	-1%	1	12%	-3%	1%	8%	2%	-3%
30	Cc1cc(C)c(NC(=O)CNC(=O)COC(=O)/C=C/c2cccs2)c(C)c1	0%	-4%	/	9%	-22	/	5%	2%	/	-3%	/
31	Cc1c(C)n(CCO)c2ncnc(Nc3ccc(F)cc3)c12	?	?	/	?	2	39%	0%	19µM*	?	25%	5%
32	O=C(NCc1ccccc1)C(c1cccnc1)N(C(=O)c1ccccn1)c1ccc(F)cc1 (stereo not drawn)	-5%	-3%	-1%	-3%	12	-14%	6%	1%	4%	2%	0%
33	O=C(O)c1ccc(NNC(=S)Nc2cc(C(F)(F)F)ccc2Cl)cc1	30%	9%	-1%	18µM*	-5	3.2µM*	?	24µM*	?	13%	20%
34	COC(=O)CSc1nnc(-c2ccoc2C)n1-c1ccc(OC)cc1	-8%	3%	0%	-2%	-17	-1%	-3%	1%	-4%	2%	-11%
35	CCCC(=O)c1cc2ccccc2oc1=O	-2%	-8%	-3%	1%	0	-10%	25%	?	6%	1%	-5%
36	CCOC(=O)N1CCC(N2CCN(Cc3ccc(F)c(F)c3)C(CCO)C2)CC1 (stereo not drawn)	-1%	2%	0%	0%	-2	-6%	2%	2%	-2%	-5%	8%
37	CCOC(=O)N1CCN(C(=S)Nc2ccccc2C(C)C)CC1	-16%	1%	5%	-5%	-19	-37%	-1%	0%	29%	-5%	-4%
38	COc1ccc(NC(=S)N2CCC(c3ccccc3)C2)cc1 (stereo not drawn)	2.8µM*	2µM*	/	9.2µM*	8	?	15%	6.7µM*	-10%	2.5µM*	25%
39	CCN(CC)CCNCC(=O)N1c2ccccc2CCc2ccc(NC(=O)OC)cc21	0%	-6%	-2%	?	22	-4%	/	0%	1%	-1%	5%
40	Cc1ccccc1C(=O)NC(CC(C)C)C(=O)OCC(=O)c1c(N)n(C)c(=O)n(C)c1=O (stereo not drawn)	0%	-5%	5%	-2%	11	2%	-3%	-1%	-6%	0%	-4%
41	COc1ccc(CN2CC(C(N)=O)Oc3ccccc32)cc1F (stereo not drawn)	-10%	3%	-9%	4%	-10	1%	-10%	0%	-3%	0%	-5%
42	O=C1Nc2ccccc2OC1CC(=O)N1CCCC1 (stereo not drawn)	-1%	2%	-11%	1%	4	-2%	-16%	10%	-13%	2%	-27%
43	CCOc1ccccc1-c1nnc(SCC(=O)NC2(C#N)CCCC2)o1	-45%	0%	/	3%	25	/	-15%	/	/	4%	/
44	O=C(Nc1nc2c(F)cc(F)cc2s1)c1ccccn1	0%	0.1µM*	-22%	9.2µM*	?	0.22µM*	3%	0.67µM*	2µM*	0.11µM*	?
45	CCOP(=O)(OCC)C(Nc1cccc([N+](=O)[O-])c1)c1ccccc1 (stereo not drawn)	-11%	-1%	2%	-2%	-15	-2%	-4%	0%	7%	-2%	/

# Two entries from above, set out differently:
# Values in the order – BRCA1 expr up	Rab9 prom act	PKM2 act	ELG1 genotox	Giardia kill	RORgamma inh	p53 reactivation	FLuc counter	Gal4-VP16 FLuc	NPC1 prom act	Menin-MLL TR inh
[43] CCOc1ccccc1-c1nnc(SCC(=O)NC2(C#N)CCCC2)o1
  -45%	0%	/	3%	25	/	-15%	/	/	4%	/
[44] O=C(Nc1nc2c(F)cc(F)cc2s1)c1ccccn1
  0%	0.1µM*	-22%	9.2µM*	?	0.22µM*	3%	0.67µM*	2µM*	0.11µM*	?

# A portion of the library; rates above refer to the full screens.
